NCI-60 one-dose screen, 48 h, at 10 µM unless noted. Numbers give growth in % (100 = growth as untreated, 0 = no growth, -100 = all killed).
A498: A498 renal cancer cells; AID 1794774; 76,000 compounds, 5.4% hits
SNB-75: SNB-75 CNS cancer; 79,000 compounds, 5% hits
HT29: HT29 colon cancer; 81,000 compounds, 7.4% hits
KM12: KM12 colon cancer cells; 82,000 compounds, 5% hits; AID 1794800
COLO 205: COLO 205 colon cancer; 79,000 compounds, 7.3% hits; AID 1794742
SW-620: SW-620 colon cancer; 82,000 compounds, 5.2% hits; AID 1794795
HCT-15: HCT-15 colon cancer. AID 1794746. 82,000 compounds, 5.2% hits
HCC-2998: HCC-2998 colon cancer; 79,000 compounds, 4.7% hits
HCT-116: HCT-116 colon cancer; 82,000 compounds, 7.3% hits; AID 1794798
An asterisk follows results filed as active; / = no result given; & = joins results of further samples; [ ] = another dose, or the depositor's remark. The calls were made as follows: active = growth percent below 10; inactive = the rest. Hits appear at their usual frequency; any-hit rate near 12%.

Structure	A498	SNB-75	HT29	KM12	COLO 205	SW-620	HCT-15	HCC-2998	HCT-116
CN(Cc1ccccc1)c1nc(Cl)c(C=O)s1	101	88	107	106	106	113	110	123	95
CC(=O)c1c(C)n2c(=O)cc(C)c3c(O)c(O)cc1c32	128	93	111	105	113	111	92	99	86
CCOC(=O)OC(C)OC1=C(C(=O)Nc2ccccn2)N(C)S(=O)(=O)c2ccccc21 (configuration not stated)	79	79	100	107	111	102	100	105	98
O=C1Nc2ccc(Cl)cc2/C1=C/c1cccs1	97	84	110	87	117	103	52	78	99
O=C(Nc1nccs1)C(=S)N1CCOCC1	105	81	101	107	109	108	101	99	103
COc1cc2c3cc1Oc1cc(ccc1O)C[C@@H]1c4c(cc(OC)c(O)c4Oc4ccc(cc4)C[C@@H]3N(C)CC2)CC[N+]1(C)C	134	106	110	101	95	107	108	95	107
CC(c1ccc(-n2cccn2)cc1)c1cnc(N2CCc3ccc(C(N)=O)cc3C2)s1 (configuration not stated)	81	76	81	68	/	97	69	81	41
COc1ccc(-c2cc(/C=C3\C(=O)Nc4ccc(OC)cc43)[nH]n2)cc1	23	-19*	3.9*	9.0*	13	19	23	53	25
CC(=O)c1cc(O)c(O)cc1O	102	99	98	104	114	103	103	101	101
O=C(Nc1c2n(c3ccccc3c1=O)C(=O)CC2)c1ccccc1	110	92	108	96	106	100	101	104	102
CCNC(=O)N1N=C(c2ccc(N)cc2)c2cc3c(cc2C(C)C1=O)OCO3 (configuration not stated)	106	79	113	107	121	111	98	105	97
COc1cc(/C=C2\SC(N3CCCCC3)=NC2=O)ccc1OCCCOc1ccc(/C=C2\SC(N3CCCCC3)=NC2=O)cc1OC	102	95	84	76	103	106	94	89	78
O=C(O)c1cccc(N2C(=O)/C(=C/C3=Cc4ccccc4OC3)SC2=S)c1	105	75	106	101	110	101	99	117	100
Cc1nc(C#N)c(N2CCC(c3nc(-c4ccc(F)cc4)no3)CC2)o1	89	/	106	100	108	99	98	106	109
COc1cc(-c2nc(SCCC(C)C)nc(Nc3cccc(C)c3)c2C#N)cc(OC)c1OC	88	103	103	113	112	110	102	110	113
O=C(Nc1cccc(C2=NCCN2)c1)c1ccc(N=Nc2ccc(C(=O)Nc3cccc(C4=NCCN4)c3)cc2)cc1	66	49	72	73	65	71	82	79	53
Cc1ccc(NC(=O)/C=C\C(=O)O)c(C)c1	96	104	112	107	115	112	112	119	108
O=c1[nH]c2cc(Cl)ccc2c(CCl)c1Cl	101	89	104	110	107	102	97	/	104
CCOC(=O)C(C(C)C)N1C(=O)/C(=C/c2ccc(Br)cc2)SC1=S (configuration not stated)	95	91	104	105	119	92	92	105	97
CCOC(=O)c1c(C)[nH]c2ccc(NS(=O)(=O)c3ccc4c(c3)CN(C(=O)C(F)(F)F)CC4)cc2c1=O	99	90	112	109	126	94	101	119	113
C=C(c1ccc(OC)c(/C=C/C(=O)c2cc(OC)c(OC)c(OC)c2)c1)c1cc(OC)c(OC)c(OC)c1	-23*	50	0.5*	-4.6*	-14*	-12*	-22*	11	-62*
CS(=O)(=O)c1ccc(C(=O)N/N=C/c2ccccc2O)cc1	75	78	44	34	31	43	18	47	29
Nc1c(OS(=O)(=O)c2ccccc2)cccc1OS(=O)(=O)c1ccccc1	88	96	100	105	116	103	101	107	91
Cc1ccc(/C=C/C(=O)c2ccc(NC(=O)COc3cccc4cccnc34)cc2)cc1	/	105	105	102	112	112	92	101	48
COc1ccccc1N=Nc1c(S(=O)(=O)O)cc2cc(S(=O)(=O)O)cc(N=Cc3ccc(N(C)C)cc3)c2c1O	/	75	104	97	119	96	94	96	104
O=C(NC(CO)C(=O)O)OCc1ccccc1 (configuration not stated)	110	98	104	119	103	101	119	110	106
CC(=O)C1C(=O)C(=O)N(c2cccc([N+](=O)[O-])c2)C1=O (configuration not stated)	79	94	105	112	111	111	102	86	109
C1=CC2(C=C1)OC21CCC2(C=CC3(C2)OC3C2CCCCC2)CC1 (configuration not stated)	97	94	110	105	120	109	101	105	101
CCn1c(SC/C(=N/O)c2ccc(Cl)cc2)nnc1-c1ccncc1	75	79	105	105	111	102	104	/	101
O=C(O)c1cccc(C(=O)O)c1	105	105	113	104	99	106	112	/	103
O=C(NN1C(=O)c2ccccc2C1=O)c1ccc(NC(=O)c2ccccn2)cc1	80	87	109	98	107	97	96	101	101
CCN(CC)CCNc1ccc(Cl)cc1Cl	103	99	101	110	108	104	107	97	97
COC(=O)N/N=C\c1ccc(O)c(OC)c1	56	88	99	103	117	103	101	109	101
O=CN1CCN(C=O)C(O)C1O (configuration not stated)	103	96	107	109	110	111	104	104	101
CCOC(=O)c1cc2c3ccccc3oc(=O)c2c2nc3ccccc3n12	/	76	113	101	/	97	97	108	94
O=c1[nH]c2sc3c(c2c(=O)n1-c1ccc(Cl)cc1)CCC3	97	102	107	105	97	108	98	97	101
O=C(/C=C/c1ccc[nH]1)c1ccc(-n2ccc(C(F)(F)F)n2)c(F)c1	/	76	93	30	119	103	85	94	86
COc1ccc2nc(-c3nonc3N)[nH]c2c1	82	71	103	103	127	105	100	98	95
COc1ccccc1Nc1nc(SC)nc(-c2cccc(N)c2)c1C#N	110	73	97	97	105	107	93	110	100
COc1cc2c3c(c1OC)-c1cc4c(cc1CC3OCC2)OCO4 (configuration not stated)	81	84	108	100	115	97	95	109	97
COc1ccc(C2=C/C(=C\c3cc(OC)c(OC)c(OC)c3)C(=O)NN2C(=S)NN)cc1	70	73	109	101	110	105	102	110	90
COC(=O)/C=C1\S/C(=N\NS(=O)(=O)c2ccc(C)cc2)N(c2ccccc2)C1=O	81	84	117	101	121	106	99	121	103
OC(COc1ccc2c(c1)OCO2)CN1CCN(Cc2ccccc2)CC1 (configuration not stated)	89	101	109	108	98	96	107	107	100
CC(C)C/C(=N\NC(=O)c1ccncc1)c1cc(Cl)ccc1O	49	45	31	26	14	31	23	28	0.4*
Nc1nc2c(ncn2CCC(CO)CO)c(=O)[nH]1	118	106	102	107	108	107	97	106	106
C=C(C)[C@@H]1CC[C@]2(C(=O)NCCNCCNCCNC(=O)OC(C)(C)C)CC[C@]3(C)[C@H](CC[C@@H]4[C@@]5(C)CCC(=O)C(C)(C)[C@@H]5CC[C@]43C)[C@@H]12	101[100 µM]	57[100 µM]	96[100 µM]	101[100 µM]	100[100 µM]	103[100 µM]	114[100 µM]	95[100 µM]	90[100 µM]
CC/C(=C(/c1ccc(Cl)cc1)c1ccc(OCCN2CCCC2)cc1)c1ccc(OC)cc1	108	103	14	56	65	60	28	71	66
CCOC(=O)c1c2c(c(-c3ccc(OC)cc3)n1Cc1ccccc1OC)CCCc1cnoc1-2	82	105	85	79	75	86	74	109	64
Oc1[nH]c2ccccc2c1N=Nc1nnc2n1N=C(c1ccc(Cl)cc1)CS2	83	88	74	77	111	110	94	87	84
COc1ccc(/C=C/C(=O)c2c(O)cc3occc3c2OC)cc1	109	96	91	94	111	95	84	105	91

In the list so far, 4 have a COOH group.
Structure	A498	SNB-75	HT29	KM12	COLO 205	SW-620	HCT-15	HCC-2998	HCT-116
O=C(O)c1cccc(N2C(=O)/C(=C/C3=Cc4ccccc4OC3)SC2=S)c1	105	75	106	101	110	101	99	117	100
Cc1ccc(NC(=O)/C=C\C(=O)O)c(C)c1	96	104	112	107	115	112	112	119	108
O=C(NC(CO)C(=O)O)OCc1ccccc1 (configuration not stated)	110	98	104	119	103	101	119	110	106
O=C(O)c1cccc(C(=O)O)c1	105	105	113	104	99	106	112	/	103

Remaining list, next part:
Structure	A498	SNB-75	HT29	KM12	COLO 205	SW-620	HCT-15	HCC-2998	HCT-116
COc1ccc(S(=O)(=O)NCCNc2cc(-c3cn(C(C)(C)C)nc3-c3cccc(F)c3)ccn2)cc1	58	83	58	93	90	92	84	116	74
CC(=O)OC1CCC2(C)C(=CC3C4CCC(=O)C4(C)CCC32)C1 (configuration not stated)	154	84	100	107	94	104	98	102	100
Cc1ccc(S(=O)(=O)Nc2ccccc2C(=O)NO)cc1	100	82	107	109	116	106	101	113	108
CSc1cccc([N+](=O)[O-])c1	121	115	90	113	107	108	100	108	100
CCCCCCCCCCN(CCCCCCCCCC)CC(=O)c1ccc2cc(Br)c3ccccc3c2c1	53	69	3.8*	-14*	104	-94*	65	/	-23*
N#C/C(=C\c1ccc2ccccc2c1)C(=O)Nc1sc2c(c1C#N)CCC2	94	102	121	101	115	111	99	113	106
c1ccc(-c2csc(Nc3cccc(Nc4nc(-c5ccccc5)cs4)c3)n2)cc1	85	49	39	1.1*	84	66	30	36	40
O=C(CSc1ccc(Cl)cc1)Nc1ccc(-c2nc3ccccc3s2)c(Cl)c1	32	79	57	23	76	66	40	81	20
CC(=O)c1nnn(-c2c(C(=O)n3nc(C)cc3C)sc(=S)n2-c2ccccc2)c1C	95	98	114	104	108	112	101	114	104
CCCSc1nc2ccc(C)cc2cc1/C=[N+](\[O-])c1ccccc1	75	21	10.0*	25	101	23	11	98	9.1*
Nc1ccncc1N	98&95	107&96	99	100&99	115&97	108&109	114&103	109&93	102&80
O=[N+]([O-])c1ccc(N2CCCC2)c([N+](=O)[O-])c1	76	117	102	106	109	108	108	116	101
CC(=O)c1ccc(Nc2nc(C(C)=O)c(C)s2)cc1	-18*	74	100	98	109	96	97	98	104
CCOC(=O)C1O[N+]([O-])=C(c2ccc(OC)cc2)C1c1cc(OC)cc(OC)c1 (configuration not stated)	108	80	86	95	113	105	106	104	96
Cc1ccc(/C=N/NC(=O)c2ccc(S(C)(=O)=O)cc2)cc1	82	95	82	75	98	85	84	92	86
CCOP(=O)(OCC)c1nc(-c2ccccc2)oc1N(C)CC(O)C(O)C(O)C(O)CO (configuration not stated)	69	86	113	104	116	104	102	108	104
COC(=O)C(N)CS (configuration not stated)	94	113	107	104	110	101	99	108	100
COc1ccc(/C=C/c2nc3ccccc3n3c(=S)[nH]nc23)cc1	104	104	111	82	105	95	88	121	89
CC(C)OC1C=CCCC1 (configuration not stated)	115	89	107	/	116	112	101	108	94
Cn1cc(-c2csc(-c3cn(CCNC(=O)OC(C)(C)C)c4ccc(F)cc34)n2)c2cccnc21	91	86	76	53	68	88	53	93	83
NC(N)=N/N=C(/CC(=O)c1ccccc1)c1ccccc1	/	89	106	/	85	/	106	/	90

Part of the list above in order of length of the SMILES, lowest first:
Structure	A498	SNB-75	HT29	KM12	COLO 205	SW-620	HCT-15	HCC-2998	HCT-116
O=C(Nc1nccs1)C(=S)N1CCOCC1	105	81	101	107	109	108	101	99	103
CC(=O)OC1CCC2(C)C(=CC3C4CCC(=O)C4(C)CCC32)C1 (configuration not stated)	154	84	100	107	94	104	98	102	100
CCCCCCCCCCN(CCCCCCCCCC)CC(=O)c1ccc2cc(Br)c3ccccc3c2c1	53	69	3.8*	-14*	104	-94*	65	/	-23*

2 compounds from above, limited to KM12.
SMILES | KM12
CSc1cccc([N+](=O)[O-])c1 | 113
CC(=O)c1nnn(-c2c(C(=O)n3nc(C)cc3C)sc(=S)n2-c2ccccc2)c1C | 104

Retrieved by structure from the entries so far, three records:
Structure	A498	SNB-75	HT29	KM12	COLO 205	SW-620	HCT-15	HCC-2998	HCT-116
O=[N+]([O-])c1ccc(N2CCCC2)c([N+](=O)[O-])c1	76	117	102	106	109	108	108	116	101
O=C(NN1C(=O)c2ccccc2C1=O)c1ccc(NC(=O)c2ccccn2)cc1	80	87	109	98	107	97	96	101	101
O=CN1CCN(C=O)C(O)C1O (configuration not stated)	103	96	107	109	110	111	104	104	101

Compound activity as filed in PubChem.
